# Screening data (PubChem)
# hERG rescue: hERG rescue from dofetilide block, primary screen, cell-based, CHO-hERG, FluxOR thallium flux, dofetilide IC70. Voltage-gated inwardly rectifying potassium channel KCNH2 (Homo sapiens), Q12809. dofetilide IC70 present. activation (rescue from dofetilide block), less the hit threshold, % at 10 µM. 310,000 tested, 0.51% active. AID 1511, 2009;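 active = activation above the mean of controls blocked by dofetilide plus 5 SD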;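 note: thallium influx through hERG after potassium depolarization seen as dye fluorescence rise; in these data hits start at about 4.7%; inactives centre near -7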
# Dyrk1A ADPGlo: rat Dyrk1A kinase inhibitors, primary screen, biochemical, single point, plate reader | 310,000 tested, 0.43% active | ADP-Glo luminescence, NFATc1 peptide | inhibition, % at 12.5 µM | Dual specificity tyrosine-phosphorylation-regulated kinase 1A (Rattus norvegicus), Q63470; in the data active = inhibition above about 50%;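 note: plate controls were vehicle with enzyme for no effect and no enzyme for full effect; many of its hits are not listed in these tables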
# KCNK3 block: human KCNK3 channel inhibitors, primary screen, CHO cells, FluxOR thallium flux, B-score; 340,000 tested, 0.84% active; B-score at 10 µM; Potassium channel subfamily K member 3 (Homo sapiens), O14649; FluxOR fluorescence; hits give low values;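 active = B-score under library mean minus 4 SD, starting fluorescence ratio at most library mean plus 5 SD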;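 note: more negative B-score means stronger inhibition of thallium flux through KCNK3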
# Target sequence (O14649 whole entry, looked up): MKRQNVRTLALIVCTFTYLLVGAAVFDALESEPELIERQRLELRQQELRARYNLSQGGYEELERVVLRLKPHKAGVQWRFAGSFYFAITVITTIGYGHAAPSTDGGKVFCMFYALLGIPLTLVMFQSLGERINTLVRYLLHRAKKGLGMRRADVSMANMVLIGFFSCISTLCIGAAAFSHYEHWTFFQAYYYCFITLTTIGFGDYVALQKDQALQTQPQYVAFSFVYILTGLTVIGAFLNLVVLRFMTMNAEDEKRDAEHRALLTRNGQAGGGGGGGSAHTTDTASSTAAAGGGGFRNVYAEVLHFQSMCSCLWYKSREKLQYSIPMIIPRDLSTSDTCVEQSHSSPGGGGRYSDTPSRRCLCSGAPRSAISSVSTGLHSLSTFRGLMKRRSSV
# ANO1 activ: TMEM16A chloride channel activators or potentiators, primary screen, cell-based, HTS; B-score at 10 µM; HEK293 TMEM16A/YFP-H148Q/I152L, iodide quench fluorescence; hits give low values; Anoctamin-1 (Mus musculus), Q8BHY3; 340,000 tested, 0.3% active;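 active = fluorescence-ratio B-score plate-corrected deviation score at least 3 library SD below zero, with starting fluorescence score within 5 deviations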;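 note: channel opened by trigger with iodide after compound preincubation; score built on the fluorescence ratio of max minus min over baseline; more negative score means more quench and so TMEM16A activation or potentiation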
# KCNK9 inh: KCNK9 potassium channel inhibitors, primary screen, HEK293 cells, thallium flux. Potassium channel subfamily K member 9 (Homo sapiens), Q9NPC2. FluxOR thallium flux fluorescence; hits give low values. B-score at 10 µM. 310,000 tested, 1.2% active. AID 488922, 2010;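 active = ratio B-score over 3 SD below the library mean, with starting fluorescence within 5 SD of its mean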;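 note: negative B-score means less thallium flux so channel inhibition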
# Target sequence (Q9NPC2 whole entry, looked up): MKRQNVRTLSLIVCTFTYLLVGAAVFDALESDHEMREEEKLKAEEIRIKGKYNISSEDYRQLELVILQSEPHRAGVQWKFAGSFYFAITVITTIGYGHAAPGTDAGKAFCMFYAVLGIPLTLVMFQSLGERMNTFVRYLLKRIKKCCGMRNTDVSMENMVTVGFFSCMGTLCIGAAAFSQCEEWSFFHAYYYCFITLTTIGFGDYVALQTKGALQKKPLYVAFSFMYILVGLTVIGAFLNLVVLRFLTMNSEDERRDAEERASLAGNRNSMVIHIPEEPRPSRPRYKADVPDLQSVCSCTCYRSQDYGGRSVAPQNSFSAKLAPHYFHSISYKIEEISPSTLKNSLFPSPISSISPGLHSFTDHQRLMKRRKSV
# HDAC3 inhib: HDAC3 deacetylase inhibitors, primary screen, biochemical, fluorescence, cell-free homogeneous. Histone deacetylase 3 (Homo sapiens), O15379. recombinant HDAC3, fluorogenic peptide/trypsin coupled. inhibition, % at 8.3 µM. 320,000 tested, 0.15% active. AID 2718, 2010; in the data active = inhibition above about 26%, passing the limit was not always enough; inconclusive = no clear call, values can overlap the other calls
# KCNQ1 pot: potentiators or activators of KCNQ1 channel, primary screen, cell-based, thallium flux, high-throughput. CHO-K1 KCNQ1, thallium flux FluxOR fluorescence; hits give high values. AID 2648, 2010. 310,000 tested, 0.35% active. B-score at 10 µM;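 active = fluorescence ratio B-score, a plate-corrected score, at least three library SD, with initial intensity B-score within 5 SD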
#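 Medium – assay buffer, equal DMSO in all wells · Material – CHO-K1 cell line with stable KCNQ1 potassium channel expression · Signal – kinetic FluxOR thallium fluorescence, 10-s 1-Hz baseline, 110-s post-stimulus read · Compound – single concentration per compound, DMSO matched to controls · Schedule – 37 °C overnight plating, 90-min dark dye load, 20-min compound pretreatment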
# TRPC4 agonist: activators of mouse TRPC4 channel, primary screen, Fluo4 calcium, HEK293 TRPC4beta/mu-opioid cells; Short transient receptor potential channel 4 (Mus musculus), Q9QUQ5; Fluo4 calcium fluorescence; hits give high values; 310,000 tested, 0.49% active; B-score at 10 µM;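 active = B-score above 5 SD of library B-scores, and initial fluorescence ratio not above library mean plus 5 SD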;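 note: positive B-score marks a calcium rise read as TRPC4 activation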
#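 Assay system: HEK293 stable line with TRPC4beta plus mu-opioid receptor; schedule: 45 min room-temperature Fluo4 loading, 110 s read; technique: kinetic Fluo4 calcium fluorescence; evaluation: integrated baseline-normalised fluorescence ratio, converted to per-well B score; controls: buffer (low) and maximal DAMGO (high)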
# TRPC4 potent: positive allosteric modulators of TRPC4, primary screen, cell-based, mouse TRPC4beta, HEK293 mu-opioid, Fluo-4 calcium; DAMGO EC20, Fluo-4 Ca2+ flux; hits give high values; 310,000 tested, 0.42% active; B-score at 10 µM; AID 2227, 2009;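 active = B-score of calcium response area above 5 SD of library B-scores, with initial fluorescence ratio within 5 SD of library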;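 note: B-score of integrated fluorescence ratio over time as area under calcium response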
# ANO1 block: TMEM16A chloride channel inhibitors, primary screen, cell-based, HTS; HEK293 TMEM16A/YFP iodide influx fluorescence, ionomycin; 310,000 tested, 1.2% active; Anoctamin-1 (Mus musculus), Q8BHY3; normalized B-score (activity score, 25-100; higher = stronger inhibition) at 10 µM; AID 588511, 2011;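 active = ratio plate-corrected score three or more library SD toward inhibition, starting fluorescence score within five deviations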;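 note: score derived from kinetic fluorescence span divided by baseline fluorescence per well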
# KCNQ1 block: inhibitors of human KCNQ1 channel, primary screen, cell-based, thallium flux, high-throughput; Potassium voltage-gated channel subfamily KQT member 1 (Homo sapiens), P51787; B-score at 10 µM; CHO-K1 KCNQ1, FluxOR thallium flux fluorescence; hits give high values; 310,000 tested, 1.3% active;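 active = compounds whose thallium flux B-score, printed positive for inhibition, exceeds three library SD while starting fluorescence stays within three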;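 note: channel opened by potassium depolarization with thallium stimulus after 20 min compound exposure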
# * hit, by the source's call; i = inactive; ? = inconclusive; · = not tested or not shown.
SMILES,hERG rescue,Dyrk1A ADPGlo,KCNK3 block,ANO1 activ,KCNK9 inh,HDAC3 inhib,KCNQ1 pot,TRPC4 agonist,TRPC4 potent,ANO1 block,KCNQ1 block
O=C(NCc1ccccn1)c1cc(-c2ccc(Cl)cc2)oc1C(F)(F)F,-12,·,i,i,-7.4*,8,i,i,i,i,i
CCCOc1ccccc1C1NC(=O)NC(C)=C1C(=O)OCc1ccccc1 (stereo not drawn),-5,2,i,i,i,8,i,i,i,i,i
COc1ccc(NC(=O)c2sc(-c3ccccc3)nc2C)c(OC)c1,-6,0,i,i,i,-3,i,i,i,i,i
CC(=O)c1c(C)[nH]c(C(=O)OCC(=O)Nc2cc(S(=O)(=O)N3CCCCC3)ccc2C)c1C,-11,7,i,i,i,2,i,i,i,i,i
NS(=O)(=O)c1ccc(NC(=O)c2cccc3ccccc23)cc1,-4,·,i,i,i,2,i,i,i,i,i
COCCNC(C(=O)Nc1ccc(C)cc1[N+](=O)[O-])c1ccccc1 (stereo not drawn),-11,·,i,i,i,-7,i,i,i,i,i
O=C(CCNC(=O)C1CCN(S(=O)(=O)c2ccccc2)CC1)NCc1ccc(Cl)c(Cl)c1,-8,·,i,i,i,-3,i,i,i,i,i
O=C(Nc1ccccc1F)Nc1ccc([N+](=O)[O-])cc1Cl,-11,3,i,i,i,-1,i,i,i,i,8*
COc1ccc(CNC(=O)Nc2ccc(OC)cc2)cc1,-9,4,i,i,i,·,i,i,i,i,i
Cc1ccc(C(C(=O)NC(C)(C)C)N(Cc2cccs2)C(=O)c2csnn2)cc1 (stereo not drawn),-19,-5,i,i,i,12,i,i,i,i,i

# Overlap with the part before: 3 compounds; new compounds follow.
SMILES,hERG rescue,Dyrk1A ADPGlo,KCNK3 block,ANO1 activ,KCNK9 inh,HDAC3 inhib,KCNQ1 pot,TRPC4 agonist,TRPC4 potent,ANO1 block,KCNQ1 block
O=C(Nc1ccccc1F)Nc1ccc([N+](=O)[O-])cc1Cl,-11,3,i,i,i,-1,i,i,i,i,8*
COc1ccc(CNC(=O)Nc2ccc(OC)cc2)cc1,-9,4,i,i,i,·,i,i,i,i,i
Cc1ccc(C(C(=O)NC(C)(C)C)N(Cc2cccs2)C(=O)c2csnn2)cc1 (stereo not drawn),-19,-5,i,i,i,12,i,i,i,i,i
CCCOc1ccc(N2C(=O)CC(N(CCc3ccc(OC)c(OC)c3)C(=O)c3ccccc3)C2=O)cc1 (stereo not drawn),-5,-1,i,i,i,5,i,i,i,i,i
CN1C(=O)C(C)(C)c2cc(S(=O)(=O)NCC3CCC(C(=O)NC4CCCCC4)CC3)ccc21 (stereo not drawn),-8,-1,i,i,i,?,i,i,i,i,i
CN1CCN(NC(=O)c2cccc3ccccc23)CC1,-7,-10,i,i,i,0,i,i,i,i,i
Cc1ccc(CNCc2cccnc2)s1,-9,-5,i,i,i,2,i,i,i,i,i
Cc1ccc(NC(=O)NNC(=O)c2cccs2)cc1,-13,5,i,i,i,1,i,i,i,i,i
COc1ccc(-c2csc(C3=C(O)CN(C(C)C)C3=N)n2)cc1OC,-7,0,i,i,i,6,i,i,i,i,i
CCOc1ccc(NC(=O)c2ccc(-n3cccn3)nc2)cc1,-11,-3,i,i,i,0,i,i,i,i,i
CC(Oc1ccc2oc3ccccc3c2c1)C(=O)NC12CC3CC(CC(C3)C1)C2 (stereo not drawn),-4,-2,i,i,i,7,i,i,i,i,i
Cc1onc(-c2ccccc2)c1C(=O)N1CCCc2ccccc21,-6,2,i,i,i,-1,i,i,i,i,i
CCN(CC)S(=O)(=O)N1CCC(C(=O)NC2CCCC2)CC1,-7,7,i,i,i,0,i,i,i,i,i
Cn1ccnc1C(OC(=O)c1ccccc1)C(F)(F)F (stereo not drawn),-10,-3,i,i,i,6,i,i,i,i,i
CCOC(=O)C1(Cc2cccc(Cl)c2)CCCN(C(=O)c2ccnn2C)C1 (stereo not drawn),-8,0,i,i,i,1,i,i,i,i,i
CCc1ccc(NC(=O)C2CCCN(S(=O)(=O)c3ccc4[nH]c(=O)ccc4c3)C2)cc1 (stereo not drawn),-6,-3,i,i,i,-3,i,i,i,i,i
CCOc1cc(C(=S)N2CCCC2)ccc1OCC(=O)Nc1c(C)cc(C)cc1C,-2,-5,i,i,i,-2,i,i,i,i,i
Fc1ccc(NC(=S)N2CCc3[nH]c4ccccc4c3C2)cc1,-7,·,i,i,i,-6,i,i,i,i,i
CN1CCN(CCCNC(=O)c2ccc3c(c2)N(Cc2ccccc2)CCS3)CC1,-4,0,i,i,i,-93,i,i,i,i,i
CCc1ccccc1NC(=O)CCCN1C(=O)C2CC=CCC2C1=O (stereo not drawn),-5,-8,i,i,i,-1,i,i,i,i,i
O=C(Cn1c(C(=O)NCCCN2CCOCC2)cc2sccc21)c1ccccc1,-8,-8,i,i,i,0,i,i,i,i,i
Cn1c(=O)n(C)c2cc(NS(=O)(=O)c3ccc(Cl)s3)ccc21,-9,-2,i,i,i,1,i,i,i,i,i
C=CCNC(=O)N1C2=NC(C(=O)OC)=C(C(=O)OC)[C@@H]3N(Cc4ccccc4)c4ccccc4[C@]23C[C@H]1C(=O)OC,-8,·,i,i,i,14,i,i,i,i,i
CC1CN(C(=O)c2ccc(-c3cccc(C(F)(F)F)c3)o2)CC(C)O1 (stereo not drawn),-13,·,i,i,i,13,i,i,i,i,i
CCN(CC)P(=O)(Nc1cccc(C(F)(F)F)c1)c1ccc(N(C)C)cc1NC(=O)c1ccco1 (stereo not drawn),-22,2,i,i,i,7,i,i,i,i,i
O=C(CCc1ccc(S(=O)(=O)NCc2ccccc2)cc1)NCC1CCCO1 (stereo not drawn),-5,-1,i,i,i,-1,i,i,i,i,i
Clc1ccc2nc(CN3CCCCCC3)cn2c1,-5,-7,i,i,i,1,i,i,i,i,i
CC(=NCCc1ccccc1)C1=C(O)COC1=O,1,-5,i,i,i,-6,i,i,i,i,i
O=C(NCCCN1CCOCC1)c1ccc2ccccc2c1,-4,19,i,i,i,-1,i,i,i,i,i
O=C(CSc1ccccn1)N1CCN(c2cccc(Cl)c2)CC1,-8,-4,i,i,i,-1,i,i,i,25*,i
CCOc1ccc(NC(=O)CN(C)CC(=O)Nc2ccc(Br)cc2F)cc1OCC,-3,3,i,i,i,3,i,i,i,i,i
COc1cc2c(C(=O)O)c(C)n(C)c2c2ccccc12,1,-5,i,i,i,2,i,i,i,i,i
O=C(CCN1C(=O)C2C3C=CC(C3)C2C1=O)Nc1ccc2ncccc2c1 (stereo not drawn),-11,-2,i,i,i,-4,i,i,i,i,i

# Structures from the list above that contain a nitro group on carbon, in the order listed:
SMILES,hERG rescue,Dyrk1A ADPGlo,KCNK3 block,ANO1 activ,KCNK9 inh,HDAC3 inhib,KCNQ1 pot,TRPC4 agonist,TRPC4 potent,ANO1 block,KCNQ1 block
COCCNC(C(=O)Nc1ccc(C)cc1[N+](=O)[O-])c1ccccc1 (stereo not drawn),-11,·,i,i,i,-7,i,i,i,i,i
O=C(Nc1ccccc1F)Nc1ccc([N+](=O)[O-])cc1Cl,-11,3,i,i,i,-1,i,i,i,i,8*

# (continued)
SMILES,hERG rescue,Dyrk1A ADPGlo,KCNK3 block,ANO1 activ,KCNK9 inh,HDAC3 inhib,KCNQ1 pot,TRPC4 agonist,TRPC4 potent,ANO1 block,KCNQ1 block
Cc1ccc(CN2C(=NC(=O)CCC(=O)O)SC3CS(=O)(=O)CC32)cc1 (stereo not drawn),-10,-4,i,i,i,-6,i,i,i,i,i
O=c1c(Cc2c(F)cccc2Cl)c(O)ccn1CCc1ccccn1,-2,-5,i,i,i,-1,i,i,i,i,i
CCCNC(=O)Nc1ccc(C(F)(F)F)cc1,-15,-1,i,i,i,0,i,i,i,i,i
CCCCN(C(=O)c1[nH]c(C)c(C(=O)OCC)c1C)c1c(N)n(CCCC)c(=O)[nH]c1=O,-18,-11,i,i,i,11,i,i,i,i,i
COC(=O)c1ccc2c(=O)[nH]c(CSc3nnc(C(F)(F)F)n3C)nc2c1,-4,2,i,i,i,7,i,i,i,i,i
O=C(NCCN1CCOCC1)c1ccc2c(c1)N(Cc1c(F)cccc1Cl)C(=O)c1ccccc1S2,-14,1,i,i,i,?,i,i,i,i,i
CSCC(=O)N1CCC(n2nccc2NC(=O)CCc2ccccc2)CC1,-3,-5,i,i,i,0,i,i,i,i,i
Cc1cc([N+](=O)[O-])ccc1NCc1ccc2ccccc2c1,-12,-2,i,i,i,1,i,i,i,i,i
COc1ccc(C(O)C(CC(=O)NCCCOC(C)C)C(=O)NCCCOC(C)C)cc1OC (stereo not drawn),-8,3,i,i,i,-4,i,i,i,i,i
COC(=O)Cc1n[nH]c(=O)c2ccccc12,-11,-3,i,i,i,8,i,i,i,i,i
CC(C)(C)c1cc(CCC(=O)NNC(=O)c2ccco2)cc(C(C)(C)C)c1O,-9,-2,i,i,i,3,i,i,i,i,i
S=c1[nH]nc(NCCc2ccccc2)s1,-6,2,i,i,i,13,i,i,i,i,i
COc1c(S(=O)(=O)N2CCN(c3ccc(F)cc3)CC2)ccc(Cl)c1Cl,-15,1,i,i,i,2,i,i,i,i,i
CC1(C)CC2CC(C)(CN2/C=C2/CCCCC2=O)C1 (stereo not drawn),-3,-2,i,i,i,2,i,i,i,i,i
CCCCn1c(SCC(N)=O)nc2ccc(N3CCOCC3)cc2c1=O,-9,-5,i,i,i,-5,i,i,i,i,i
CC(C)CCn1c(S(=O)(=O)O)nc2ccccc21,-6,-2,i,i,i,0,i,i,i,i,i
COc1ccc(NC(=S)Nc2ccccc2F)c(OC)c1,-4,10,i,i,i,4,i,i,i,i,i
CC(C)(C)NC(=O)C(OC(=O)c1ccco1)c1ccc(Cl)cc1 (stereo not drawn),-6,12,i,i,i,9,i,i,i,i,i

# Some of the compounds tested; rates above refer to the full screens.
